T cell modulator – modulators of CD8 T cell-vesicle binding, primary screen, mouse 2C CD8+ T cells, flow cytometry; 2C CD8+ T cell-vesicle binding; active compounds read low; calls only at 7 µM; actives 0.068% (n = 330,000);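 active = response, share of CD8 T cells binding vesicles, and their 90th percentile fluorescence all below set limits, cut at about 80% in these data, passing the limit was not always enough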
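Assay system – 2C mouse CD8+ T cells · Also added – QL9-loaded Drosophila micro-vesicles · Timing – Cell–vesicle co-incubation 1.5 h at 37 °C, staining 20 min on ice · Signal – flow cytometry of vesicle-bound cells · Measure – percent CD8+ FL2 mean versus row control · Controls – Peptide-free naked vesicles (low) and QL9 vesicles with 0.7% DMSO vehicle (high)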
KOR beta-arrestin-1 – KOR agonists, beta-arrestin recruitment, primary screen, cell-based, luminescence, uHTS (AID 1777); Kappa-type opioid receptor (Homo sapiens); KOR beta-arrestin recruitment, luminescence; higher % means a stronger effect; actives 0.02% (n = 280,000); one-dose activation, % at 10 µM; EC50 in µM for titrated hits; in the data active = activation above about 50%, passing the limit was not always enough; note: a part of the inactive calls stands beside numbers as strong as those of hits
PhoP inhibition – inhibitors of PhoP regulon expression, primary screen, Salmonella Typhimurium, GFP reporter (AID 1863); inhibition, % at 50 µM, or IC50 in µM where a hit was titrated; actives 0.16% (n = 300,000); S. Typhimurium PhoP-regulated promoter GFP reporter, 4 h; higher % means a stronger effect;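 active = inhibition over 29.93%, a cutoff 3 SD above the screen mean, later confirmed by dose response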;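 note: 0% = low Mg2+ inducing control and 100% = high Mg2+ repressing control; strong numbers were not always called active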
West Nile virus CPE – West Nile virus antiviral activity, cell-based, CPE readout (AID 1621); West Nile virus-infected cells, CPE inhibition; higher % means a stronger effect; one-dose CPE inhibition, % at 10 µM; IC50 in µM for titrated hits; actives 0.02% (n = 290,000); in the data active = a potency from the dose series; note: strong numbers were not always called active
GPR55 activation – GPR55 agonists via beta-arrestin recruitment, primary screen, imaging, U2OS cells, beta-arrestin-GFP redistribution (AID 1961) | actives 0.048% (n = 290,000) | one-dose activation, % at 10 µM; EC50 in µM for titrated hits | G-protein coupled receptor 55 (Homo sapiens) | U2OS GPR55 beta-arrestin-GFP redistribution imaging; higher % means a stronger effect;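 active = activation above 40% with more than 50 cells counted in the well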;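 note: U2OS osteosarcoma cells stably expressing GPR55 and beta-arrestin-GFP; plate controls were DMSO negative control for no effect and LPI positive control for full effect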
GPR35 antagonists – GPR35 antagonists blocking zaprinast-driven arrestin recruitment, primary screen, imaging, U2OS, beta-arrestin-GFP, zaprinast agonist (AID 2058); actives 0.052% (n = 290,000); one-dose inhibition, % at 10 µM; IC50 in µM for titrated hits; U2OS GPR35 beta-arrestin-GFP translocation imaging, zaprinast antagonism; higher % means a stronger effect;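 active = inhibition of at least 50% with at least 30 cells and total cytoplasm GFP at most 10,000,000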
KOR beta-arrestin-2 – KOR antagonists, beta-arrestin recruitment, cell-based, luminescence, uHTS (AID 1778). KOR beta-arrestin recruitment, luminescence, antagonist mode; higher % means a stronger effect. actives 0.091% (n = 290,000). Kappa-type opioid receptor (Homo sapiens). one-dose inhibition, % at 10 µM; IC50 in µM for titrated hits; in the data active = inhibition above about 50%; note: strong numbers were not always called active
NTR1 ag – agonists of NTR1, primary screen, imaging, U2OS cells, beta-arrestin-GFP, high content (AID 493036) | activation, % at 20 µM | actives 0.17% (n = 330,000) | Neurotensin receptor type 1 (Homo sapiens), P30989 | NTR1-U2OS beta-arrestin-GFP spot imaging, agonist mode;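 active = activation at or above 40% of the spot to cytoplasm intensity ratio, with at least 20 cells analyzed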;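 note: 0% = DMSO without peptide and 100% = 100 nM NTR1 peptide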
Target sequence (P30989 whole entry, looked up): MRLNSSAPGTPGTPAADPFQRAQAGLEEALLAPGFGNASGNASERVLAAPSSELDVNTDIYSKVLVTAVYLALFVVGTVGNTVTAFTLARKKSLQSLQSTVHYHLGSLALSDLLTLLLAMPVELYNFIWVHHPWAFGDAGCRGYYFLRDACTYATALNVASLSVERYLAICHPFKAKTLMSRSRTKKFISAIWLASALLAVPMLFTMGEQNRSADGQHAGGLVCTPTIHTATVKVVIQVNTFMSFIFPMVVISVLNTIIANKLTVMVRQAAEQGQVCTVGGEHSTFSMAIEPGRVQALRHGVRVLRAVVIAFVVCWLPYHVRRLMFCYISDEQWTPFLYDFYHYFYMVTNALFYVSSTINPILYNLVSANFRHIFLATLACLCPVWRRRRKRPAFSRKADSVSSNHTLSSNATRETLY
GPR55 antagonists – GPR55 antagonists blocking LPI-driven arrestin recruitment, primary screen, imaging, U2OS, beta-arrestin-GFP, LPI agonist (AID 2013). G-protein coupled receptor 55 (Homo sapiens). U2OS GPR55 beta-arrestin-GFP translocation imaging, LPI antagonism; higher % means a stronger effect. inhibition, % at 10 µM; hits with a dose series show IC50 in µM. actives 0.13% (n = 290,000);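 active = spots per cell inhibited over 60%, with over 100 cells counted and total cytoplasm intensity under 500,000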;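 note: U2OS cells stably carrying GPR55 and arrestin-GFP stimulated by 5 µM LPI near EC80; imaged beta-arrestin-GFP aggregate spots per cell after agonist stimulation; plate controls were LPI-stimulated DMSO wells for no effect and DMSO wells without LPI for full effect; some results filed as inactive read as strong as hits; confirmed hits need IC50 under 10 µM and bright autofluorescent wells are also inconclusive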
T cell modulator vesicle-bound % – also measured in T cell modulator; calls as there; double positive events, %; measured here: CD8+ vesicle-bound cell fraction;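 binding gate set so that unloaded-vesicle control wells show 10% double positive cells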
NTR1 ag cell count 20 µM – also measured in NTR1 ag; calls as there; cell count; measured here: cell count, cytotoxicity flag
* = called active by the depositor; [ ] = another dose, or the depositor's remark.

`Cc1c(C(=O)NC(=S)Nc2ccc3c4c(cccc24)CC3)cccc1[N+](=O)[O-]` gave T cell modulator inactive, KOR beta-arrestin-1 0.1%, PhoP inhibition -3.6%, West Nile virus CPE 0.0%, GPR55 activation 0.7%, GPR35 antagonists -3.5%, KOR beta-arrestin-2 18.9%, NTR1 ag 3.5, GPR55 antagonists 30.6%, T cell modulator vesicle-bound % 14.8 and NTR1 ag cell count 20 µM 35.
CN1CCN(C(=O)c2ccccc2-c2ccccc2C(=O)O)CC1 was read as T cell modulator inactive, KOR beta-arrestin-1 -4.7%, PhoP inhibition -10.6%, West Nile virus CPE 0.7%, GPR55 activation -0.2%, GPR35 antagonists -6.1%, KOR beta-arrestin-2 -16.4%, NTR1 ag -1.5, GPR55 antagonists -10.5%, T cell modulator vesicle-bound % 9.2 and NTR1 ag cell count 20 µM 47.
`O=c1c2cc(NC(=S)NCc3cccnc3)ccc2nc2n1CCCCC2` gave T cell modulator inactive, KOR beta-arrestin-1 -1.2%, PhoP inhibition 1.2%, West Nile virus CPE -0.6%, GPR55 activation -0.4%, GPR35 antagonists -2.7%, KOR beta-arrestin-2 -6.1%, NTR1 ag -0.4, GPR55 antagonists 8.2%, T cell modulator vesicle-bound % 65.3 and NTR1 ag cell count 20 µM 56.
CCSc1nnc(NC(=O)Cc2ccc(OC)cc2)s1 was read as T cell modulator inactive, KOR beta-arrestin-1 -3.0%, PhoP inhibition -2.9%, West Nile virus CPE -0.4%, GPR55 activation -0.1%, GPR35 antagonists 7.9%, KOR beta-arrestin-2 27.7%, NTR1 ag -5.0, GPR55 antagonists 5.2%, T cell modulator vesicle-bound % 27.0 and NTR1 ag cell count 20 µM 86.
For O=C(NCc1ccco1)NC12CC3CC(CC(C3)C1)C2 the results were T cell modulator inactive, KOR beta-arrestin-1 -1.0%, PhoP inhibition -12.0%, West Nile virus CPE -0.1%, GPR55 activation 0.0%, GPR35 antagonists 14.2%, KOR beta-arrestin-2 24.5%, NTR1 ag 0.3, GPR55 antagonists -2.5%, T cell modulator vesicle-bound % 12.4 and NTR1 ag cell count 20 µM 40.
For CCn1nccc1C(=O)Nc1ccc(C)c(C)c1 the results were T cell modulator inactive, KOR beta-arrestin-1 1.4%, PhoP inhibition -1.4%, West Nile virus CPE 0.1%, GPR55 activation -0.2%, GPR35 antagonists -0.5%, KOR beta-arrestin-2 -4.6%, NTR1 ag -0.1, GPR55 antagonists -3.3%, T cell modulator vesicle-bound % 51.2 and NTR1 ag cell count 20 µM 60.
Screening O=c1[nH]c2ccc(Cl)cc2c(-c2ccccc2)c1N1CCN(CCO)CC1 returned T cell modulator inactive, KOR beta-arrestin-1 -3.6%, PhoP inhibition 5.9%, West Nile virus CPE 13.0%, GPR55 activation -0.2%, GPR35 antagonists -1.6%, KOR beta-arrestin-2 11.8%, NTR1 ag -0.6, GPR55 antagonists 15.2%, T cell modulator vesicle-bound % 31.9 and NTR1 ag cell count 20 µM 84.
Screening O=c1[nH]c2cccnc2n(CCNc2ncc(C(F)(F)F)cc2Cl)c1=O returned T cell modulator inactive, KOR beta-arrestin-1 0.1%, PhoP inhibition 3.3%, West Nile virus CPE -0.6%, GPR55 activation -1.1%, GPR35 antagonists -10.5%, KOR beta-arrestin-2 -5.3%, NTR1 ag 3.2, GPR55 antagonists 11.2%, T cell modulator vesicle-bound % 51.3 and NTR1 ag cell count 20 µM 50.
Screening COc1ccc(CC(=O)O/N=C(\N)c2ccc(OC)cc2)cc1 returned T cell modulator inactive, KOR beta-arrestin-1 1.6%, PhoP inhibition -2.7%, West Nile virus CPE 0.4%, GPR55 activation -0.1%, GPR35 antagonists -1.5%, KOR beta-arrestin-2 -22.9%, NTR1 ag 1.8, GPR55 antagonists 10.1%, T cell modulator vesicle-bound % 18.8 and NTR1 ag cell count 20 µM 62.
CCOC(=O)c1c(-c2ccc(C)cc2)csc1NC(=O)/C(C#N)=C/c1ccc(O)c(OC)c1 was read as KOR beta-arrestin-1 -0.2%, PhoP inhibition -11.6%, West Nile virus CPE -0.3%, GPR55 activation -0.3%, GPR35 antagonists 2.7%, KOR beta-arrestin-2 -3.4% and GPR55 antagonists 11.6%.
Screening COc1ccc(CCNC(=O)C2CCN(C(=O)c3ccc(Br)cc3)CC2)cc1OC returned T cell modulator inactive, KOR beta-arrestin-1 2.3%, PhoP inhibition -4.5%, West Nile virus CPE -0.8%, GPR55 activation 0.2%, GPR35 antagonists -6.6%, KOR beta-arrestin-2 -3.7%[20 µM], NTR1 ag 2.6, GPR55 antagonists -2.1%, T cell modulator vesicle-bound % 57.2 and NTR1 ag cell count 20 µM 54.
CCOc1cc(/C=N/NC(=O)CSc2nnc(C)s2)ccc1OCc1ccccc1Cl was read as T cell modulator inactive, KOR beta-arrestin-1 -2.7%, PhoP inhibition 1.9%, West Nile virus CPE -0.6%, GPR55 activation -0.3%, GPR35 antagonists -5.1%, KOR beta-arrestin-2 -9.1%, NTR1 ag 4.9, GPR55 antagonists 11.6%, T cell modulator vesicle-bound % 24.1 and NTR1 ag cell count 20 µM 67.
For CC(C)Cc1ccc(CN2CCCC(NC(=O)c3ccoc3)C2)cc1 (stereo unspecified) the results were T cell modulator inactive, KOR beta-arrestin-1 -5.6%, PhoP inhibition 16.0%, West Nile virus CPE -1.1%, GPR55 activation -0.1%, GPR35 antagonists -11.0%, KOR beta-arrestin-2 -10.0%, NTR1 ag 0.0, GPR55 antagonists 14.1%, T cell modulator vesicle-bound % 52.2 and NTR1 ag cell count 20 µM 63.
CC(C)(C)c1ccc(C(=O)C=[N+]=[N-])cc1 was read as T cell modulator inactive, KOR beta-arrestin-1 0.1%, PhoP inhibition -10.0%, West Nile virus CPE 0.3%, GPR55 activation 0.3%, GPR35 antagonists -1.6%, KOR beta-arrestin-2 -92.6%, NTR1 ag 0.6, GPR55 antagonists -10.8%, T cell modulator vesicle-bound % 34.2 and NTR1 ag cell count 20 µM 50.
`CCn1c(SCc2ccc(F)cc2)nnc1C1CCN(S(=O)(=O)c2ccc(OC)cc2)CC1` gave T cell modulator inactive, KOR beta-arrestin-1 -3.0%, PhoP inhibition 42.2%, West Nile virus CPE -0.8%, GPR55 activation -0.4%, GPR35 antagonists -12.8%, KOR beta-arrestin-2 27.0%, NTR1 ag -1.7, GPR55 antagonists 7.8%, T cell modulator vesicle-bound % 4.0 and NTR1 ag cell count 20 µM 96.
Cc1ccc(C(=O)N/C(=C\c2ccc(F)cc2)C(=O)NCCN2CCOCC2)cc1 was read as T cell modulator inactive, KOR beta-arrestin-1 4.0%, PhoP inhibition -6.1%, West Nile virus CPE 0.1%, GPR55 activation 1.2%, GPR35 antagonists 7.5%, KOR beta-arrestin-2 5.3%, NTR1 ag 0.3, GPR55 antagonists -11.4%, T cell modulator vesicle-bound % 21.9 and NTR1 ag cell count 20 µM 46.
Screening O=C(O)CCCN=CC1=C(O)C(C(=O)c2ccccc2)CCC1=O (stereo unspecified) returned T cell modulator inactive, KOR beta-arrestin-1 -3.4%, PhoP inhibition -3.6%, West Nile virus CPE 0.0%, GPR55 activation 0.1%, GPR35 antagonists -3.9%, KOR beta-arrestin-2 7.1%, NTR1 ag 3.4, GPR55 antagonists -9.8%, T cell modulator vesicle-bound % 32.5 and NTR1 ag cell count 20 µM 47.
For CC(C)(C)n1nnnc1C(c1cc2cc3c(cc2[nH]c1=O)OCCO3)N1CCSCC1 (stereo unspecified) the results were T cell modulator inactive, KOR beta-arrestin-1 -0.4%, PhoP inhibition -1.3%, West Nile virus CPE 0.6%, GPR55 activation 0.2%, GPR35 antagonists 6.4%, KOR beta-arrestin-2 -14.4%, NTR1 ag 0.0, GPR55 antagonists 3.3%, T cell modulator vesicle-bound % 38.8 and NTR1 ag cell count 20 µM 47.
`CCCOc1ccc(/C(O)=C2/C(=O)C(=O)N(CCOC)C2c2cccnc2)cc1` (stereo unspecified) gave T cell modulator inactive, KOR beta-arrestin-1 13.1%, PhoP inhibition 17.4%, GPR55 activation -0.2%, GPR35 antagonists -9.7%, KOR beta-arrestin-2 -39.3%, NTR1 ag -0.4, GPR55 antagonists -12.8%, T cell modulator vesicle-bound % 21.0 and NTR1 ag cell count 20 µM 40.
`O=[N+]([O-])c1cc2c(cc1CN1CCN(c3ccccc3)CC1)OCO2` gave T cell modulator inactive, PhoP inhibition 3.5%, West Nile virus CPE -0.4%, GPR55 activation 0.0%, GPR35 antagonists -4.6%, KOR beta-arrestin-2 -24.0%[20 µM], NTR1 ag 1.7, GPR55 antagonists -2.9%, T cell modulator vesicle-bound % 64.7 and NTR1 ag cell count 20 µM 76.
Screening O=C(/C=C/c1ccccc1Cl)NCc1ccco1 returned T cell modulator inactive, KOR beta-arrestin-1 2.0%, PhoP inhibition -6.7%, West Nile virus CPE 0.7%, GPR55 activation 0.3%, GPR35 antagonists 6.6%, KOR beta-arrestin-2 -11.3%, NTR1 ag 1.2, GPR55 antagonists 1.8%, T cell modulator vesicle-bound % 37.2 and NTR1 ag cell count 20 µM 74.
`CCOC(=O)Cc1csc(NC(=O)CSc2nnc(-c3ccc(C)cc3)o2)n1` gave T cell modulator inactive, KOR beta-arrestin-1 12.9%, PhoP inhibition -7.4%, West Nile virus CPE -0.2%, GPR55 activation -0.1%, GPR35 antagonists -4.2%, KOR beta-arrestin-2 27.2%, NTR1 ag -0.6, GPR55 antagonists 3.0%, T cell modulator vesicle-bound % 26.0 and NTR1 ag cell count 20 µM 85.
`CN(C)c1ccc(/C=N/NC(=S)NCc2ccco2)cc1` gave T cell modulator inactive, KOR beta-arrestin-1 -0.5%, PhoP inhibition 13.6%, West Nile virus CPE -0.4%, GPR55 activation -0.1%, GPR35 antagonists -4.2%, KOR beta-arrestin-2 -36.7%, NTR1 ag 5.4, GPR55 antagonists 4.8%, T cell modulator vesicle-bound % 30.2 and NTR1 ag cell count 20 µM 56.

Screening data from PubChem.

This is a random part of the collection; 0.62% or so of the library scored in one or more.
